APOBEC3G inh: APOBEC3G (human) deaminase inhibition | inhibition, % at 20 µM | AID 493012 | 330,000 tested, 0.28% active | recombinant A3G, ssDNA deamination FAM/TAMRA fluorescence | Q9HC16;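 active means inhibition of at least 40% at 20 µM, with no more than 30% in the related APOBEC3A deaminase screen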;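 further: plate controls were DMSO wells with A3G for no effect and wells lacking A3G enzyme for full effect; some compounds called inactive have numbers as strong as hits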
SENP8 block-1: inhibitors of human SENP8 protease | purified SENP8, Z-RLRGG-aminoluciferin cleavage, luminescence | inhibition, % at 10 µM | 330,000 tested, 1.2% active | AID 2540; in the data active means inhibition above about 50%
UBC13 polyUb: human UBC13 polyubiquitination inhibition | P61088 | AID 485273 | UBC13 polyubiquitin chain formation, TR-FRET | inhibition, % at 20 µM | 330,000 tested, 0.47% active; in the data active means inhibition above about 45%, passing the limit was not always enough
SENP8 block-2: inhibitors of human SENP8 protease. Q96LD8. recombinant SENP8, Nedd8 substrate fluorescence. inhibition, % at 20 µM. 360,000 tested, 0.64% active. AID 602440; in the data active means inhibition mostly above about 40%, no sharp cut-off; inactive means mostly below about 27%
Apaf-1 inh: human Apaf-1 inhibition; O14727; reconstituted apoptosome caspase-3 activity, DEVD-Rh110 fluorescence; inhibition, % at 20 µM; 330,000 tested, 0.71% active; AID 489030; active means inhibition of at least 40% at 20 µM;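 further: plate controls were DMSO wells for no effect and DEVD-CHO caspase inhibitor wells for full effect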
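Material: cell-free apoptosome with Apaf-1, procaspase-3 and caspase-9; Buffer or medium: Hepes pH 7.5 with detergent and BSA; Reagent: cytochrome c trigger plus (Z-DEVD)2-Rh110 caspase-3 substrate; Times: compound with Apaf-1, dATP, procaspase-3 30 min, then 50 min reaction, room temperature; Technique: Rh110 fluorescence intensity.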
SENP1 inh: inhibitors of human SENP1 SUMO protease catalytic domain; Q9P0U3; AID 624204; inhibition, % at 10 µM; recombinant SENP1 catalytic domain, CyPet-SUMO1-YPet FRET cleavage; 360,000 tested, 0.21% active;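 active means inhibition at least 30% at 10 µM, raw YFP signal under a set limit, fluorescence ratio 0.5 to 1.5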;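 further: 0% = enzyme with DMSO and 100% = no enzyme wells; some results filed as inactive read as strong as hits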
Target sequence (Q9P0U3 419-644 limits assumed): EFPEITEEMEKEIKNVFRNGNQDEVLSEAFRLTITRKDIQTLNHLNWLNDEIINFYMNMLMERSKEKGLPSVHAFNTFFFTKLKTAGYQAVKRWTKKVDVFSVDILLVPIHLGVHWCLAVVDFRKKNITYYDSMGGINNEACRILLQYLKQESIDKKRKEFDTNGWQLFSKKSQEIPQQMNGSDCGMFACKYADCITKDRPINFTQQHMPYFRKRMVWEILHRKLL
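Controls: no-enzyme wells low, DMSO-plus-enzyme wells high control. Test system: human recombinant His6-tagged SENP1 catalytic domain enzyme. Reagent: SFCypet-SUMO1-SFYpet FRET protein substrate, 25 nM final. Doses: one dose per compound, 10 µM, 0.5% DMSO. Detection: FRET, CFP and YFP emission. Timing: 50 min reaction at room temperature.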
SENP7 block: inhibitors of human SENP7 protease. Q9BQF6. AID 434973. inhibition, % at 5 µM. recombinant SENP7, Z-RLRGG-aminoluciferin luminescence, 40 min. 330,000 tested, 1.5% active;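 active means inhibition above about 50% at the single test dose, limit read from the data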;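 further: plate controls were DMSO with enzyme for no effect and no enzyme buffer wells for full effect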
Target sequence (Q9BQF6 706-1050 limits assumed): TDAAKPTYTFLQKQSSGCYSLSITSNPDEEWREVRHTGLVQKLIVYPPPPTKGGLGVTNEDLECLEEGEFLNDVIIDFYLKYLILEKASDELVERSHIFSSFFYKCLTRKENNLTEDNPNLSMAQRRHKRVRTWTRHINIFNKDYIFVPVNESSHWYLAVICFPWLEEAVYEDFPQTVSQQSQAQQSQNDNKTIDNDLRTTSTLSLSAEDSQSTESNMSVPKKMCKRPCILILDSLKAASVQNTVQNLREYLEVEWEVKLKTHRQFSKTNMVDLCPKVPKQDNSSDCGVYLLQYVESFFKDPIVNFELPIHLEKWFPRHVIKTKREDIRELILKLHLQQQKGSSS
SENP6 inh: blocks the human protease SENP6. Q9GZR1. Recombinant SENP6 catalytic domain, aminoluciferin luminescence. inhibition, % at 10 µM. 330,000 tested, 1.8% active. AID 2599;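 active means inhibition above about 50% at the single tested dose, limit read from the data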;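 further: plate controls were DMSO wells with enzyme for no effect and DMSO wells lacking enzyme for full effect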
Target sequence (Q9GZR1 628-1112 limits assumed): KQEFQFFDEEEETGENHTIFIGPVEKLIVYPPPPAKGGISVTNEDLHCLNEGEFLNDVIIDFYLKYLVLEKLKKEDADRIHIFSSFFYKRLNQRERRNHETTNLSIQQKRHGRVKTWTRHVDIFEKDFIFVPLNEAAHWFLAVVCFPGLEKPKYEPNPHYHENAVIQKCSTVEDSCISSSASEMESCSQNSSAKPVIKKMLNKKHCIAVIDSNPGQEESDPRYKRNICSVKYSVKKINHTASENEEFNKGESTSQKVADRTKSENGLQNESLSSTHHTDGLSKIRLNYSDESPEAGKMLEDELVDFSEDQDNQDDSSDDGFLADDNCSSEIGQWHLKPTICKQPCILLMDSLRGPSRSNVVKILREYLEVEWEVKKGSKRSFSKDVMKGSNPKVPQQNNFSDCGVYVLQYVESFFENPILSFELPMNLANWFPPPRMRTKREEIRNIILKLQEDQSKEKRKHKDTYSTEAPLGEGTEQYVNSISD
* hit, by the source's call; x = no result given.

SMILES	APOBEC3G inh	SENP8 block-1	UBC13 polyUb	SENP8 block-2	Apaf-1 inh	SENP1 inh	SENP7 block	SENP6 inh
CCN(CC)Cc1ccc(NC(=O)c2sc3cc(Cl)ccc3c2Cl)cc1	10	-4	41	15	19	-1	8	-23
CCCCNC(=O)NC1(C(F)(F)F)Oc2ccccc2O1	-7	-1	3	21	6	2	-8	-6
CCc1ccc(N(CC(=O)NCc2ccc3c(c2)OCO3)C(=O)c2csnn2)cc1	-9	2	-4	1	3	2	5	-20
O=C(CN(Cc1ccccc1Cl)C(=O)CCC(=O)Nc1nccs1)NCC1CCCO1 (configuration not stated)	-3	7	4	10	3	-8	3	-10
CCS(=O)(=O)c1nc(S(=O)(=O)c2ccc(C)cc2)c(N2CCCC2)s1	-5	-3	-12	14	10	-1	-8	-15
COc1ccc2cc(CO)c3cc(OC)c(OC)cc3c2c1	-9	8	11	-20	0	0	-3	12
CCN(c1cccc(C)c1)S(=O)(=O)c1ccc(-n2cccn2)cc1	3	5	-5	3	20	-1	-6	5
O=C(NCCCn1ccnc1)/C(=C/c1ccccc1)NC(=O)c1ccccc1	-11	-2	16	0	-1	0	4	-1
O=C(CN1CCN(Cc2ccccc2)CC1)NCCNc1ccc([N+](=O)[O-])cn1	-4	-6	-2	-124	-21	-13	6	-1
O=C(NNC(=O)C1CC=CCC1)c1cccc(Br)c1 (configuration not stated)	-5	2	7	34	-11	3	-3	-4
CCCC(CCC(=O)Nc1nccs1)C(=O)O (configuration not stated)	-6	-6	4	12	-1	2	-6	-14
COc1cc(OC)cc(C(=O)OCn2nnc3ccccc3c2=O)c1	-2	10	7	19	9	2	-3	-16
COc1ccc(N(C(=O)C(C)C)S(=O)(=O)c2ccc3c(c2)n(C)c(=O)n3C)cc1	-1	4	-1	14	-2	1	2	28
CCn1cc(Br)c(C(=O)Nc2ccc(C(=O)OC(C)C)cc2)n1	-5	10	-3	4	5	1	6	17
CC(=O)Nc1ccc(N/C(C)=C/C(=O)c2cccnc2)cc1	-5	-3	-7	18	-10	0	3	-3
CN(C)c1ccc(C(O)Cc2nc3ccccc3n2C)cc1 (configuration not stated)	-7	0	-8	4	-4	-26	6	5
CC1Sc2ccc(S(=O)(=O)CCC(=O)N(C)Cc3ccco3)cc2NC1=O (configuration not stated)	-4	5	-4	7	0	0	3	0
Cc1ccc(N2C(=O)Nc3ccccc3S2(=O)=O)cc1Cl	-5	1	6	16	9	0	-5	-4
CC(c1ccccc1)c1nnc(NC(=O)Nc2ccccc2F)s1 (configuration not stated)	0	5	3	5	22	1	3	5
COc1cc(OC)c2c(-c3cccc(-c4ccc(OC)c(OC)c4)c3)cc(=O)oc2c1	-1	x	x	-7	17	-4	8	x
O=C(Nc1ccncc1)c1ccc(-c2ccccc2)cc1	-5	-5	-9	12	3	0	23	-4
CCCCc1nc2cc(C(=O)N3CCCCC3CCO)ccc2o1 (configuration not stated)	-6	-13	-10	4	5	2	11	-12
CCCn1nnnc1SCC(=O)N1CCOCC1	-9	-2	0	-2	5	-1	-7	-11
COc1ccccc1CN1CC(C(=O)NCc2ccc(C)c(F)c2)CCC1=O (configuration not stated)	-6	3	4	2	3	1	-3	-13
Nc1nc2c(Cl)ccc(Cl)c2s1	-2	2	18	6	3	0	-5	0

An excerpt from above in order of molecular weight, lowest first.
SMILES	APOBEC3G inh	SENP8 block-1	UBC13 polyUb	SENP8 block-2	Apaf-1 inh	SENP1 inh	SENP7 block	SENP6 inh
CN(C)c1ccc(C(O)Cc2nc3ccccc3n2C)cc1 (configuration not stated)	-7	0	-8	4	-4	-26	6	5
COc1ccc2cc(CO)c3cc(OC)c(OC)cc3c2c1	-9	8	11	-20	0	0	-3	12
CCCCNC(=O)NC1(C(F)(F)F)Oc2ccccc2O1	-7	-1	3	21	6	2	-8	-6
CCn1cc(Br)c(C(=O)Nc2ccc(C(=O)OC(C)C)cc2)n1	-5	10	-3	4	5	1	6	17
COc1ccc(N(C(=O)C(C)C)S(=O)(=O)c2ccc3c(c2)n(C)c(=O)n3C)cc1	-1	4	-1	14	-2	1	2	28
CCc1ccc(N(CC(=O)NCc2ccc3c(c2)OCO3)C(=O)c2csnn2)cc1	-9	2	-4	1	3	2	5	-20

(continued)
SMILES	APOBEC3G inh	SENP8 block-1	UBC13 polyUb	SENP8 block-2	Apaf-1 inh	SENP1 inh	SENP7 block	SENP6 inh
COCCCn1cc(C(=O)c2cc(OC)ccc2OCC(=O)Nc2cc(C)on2)cc(C#N)c1=O	-3	-2	-9	-12	9	-15	-7	3
CN(C)/C=C(/C(=O)c1ccccc1Cl)S(C)(=O)=O	-4	-8	-7	12	5	1	-3	-5
OC[C@@H]1[C@@H](c2ccc(Cl)cc2)C(c2ccccc2)=NN1c1ccccc1	2	x	x	-381	23	-30	4	x
COc1cc(NC2c3ncccc3C(=O)N2Cc2ccco2)cc(OC)c1OC (configuration not stated)	-7	-11	-13	11	0	5	-4	8
CCCOc1cc(C)c(S(=O)(=O)NCCOC)cc1C	-4	-15	-8	16	16	1	-4	-9
Cc1ccc2c(c1)C(c1ccncc1)=NNC(c1ccc(F)cc1)=N2	-7	-3	4	23	13	1	0	-10
COc1ccc(OCC(=O)OCC(=O)NC2CCCCC2C)cc1 (configuration not stated)	-9	5	16	46*	-15	2	2	6
O=C(O)c1ccc(CNC(=O)c2ccccc2NC(=O)c2cccc([N+](=O)[O-])c2)cc1	-1	-4	-4	-8	0	4	-4	-12
Cc1ccc(CN(C)C(=O)CCc2c[nH]c3ccccc23)o1	-14	1	7	5	4	0	5	-12
Cc1cccc(C(=O)NC(=S)N2CCN(C(=S)NC(=O)c3cccc(C)c3)CC2)c1	-1	13	0	32	10	-2	3	12
CCOc1cccc2sc(N(CCCN(C)C)C(=O)c3ccc(S(=O)(=O)N(CC)Cc4ccccc4)cc3)nc12	3	-4	51*	26	67*	0	-4	-9
COc1cccc(/C=N/NC(=O)CSc2cccc3cccnc23)c1	-2	1	-6	-475	-5	2	-4	-15
CCCCN(CC)CCNC(=O)c1cc2c(C)nc3ccccc3c2o1	-1	-1	9	-9	6	-9	2	15
COc1cc(/C=C2\SC(=S)N(CCC(=O)Nc3ccccn3)C2=O)cc(OC)c1OC	-3	12	-7	9	30	14	1	-2
O=C(NCCN1CCOCC1)C(=O)NCc1ccco1	3	-1	2	6	-3	2	8	5
Clc1cccc(CSc2nccn2-c2ccccc2)c1	-3	-5	2	15	17	3	-8	-12
CCc1cc2cc(C)cc(C)c2nc1SCC(=O)N1CCN(C(=O)c2ccco2)CC1	4	6	12	24	25	0	11	7
[O-]/C(=C(\C(=S)Nc1ccc(Cl)cc1)[n+]1ccccc1)c1ccc(OC(F)F)cc1	-7	-1	-6	-11	1	-7	3	-1
Cc1ccccc1NC(=O)c1ccc(S(=O)(=O)C(F)F)cc1	-8	2	0	21	2	3	-3	-13
CCOc1ccc(OCCC(=O)OCC(=O)N2CCN(c3ccc(OC)cc3)CC2)cc1	-10	0	0	5	0	2	-1	9
Cc1c(CC(=O)NCC(=O)N[C@H](Cc2ccccc2)C(=O)O)c(=O)oc2cc(O)ccc12	-6	-7	16	-159	2	-109	5	-9
Cc1ccc(-c2nnc(SCC(=O)Nc3ccccc3F)o2)cc1	0	-2	-1	-2	2	2	0	-3
CCCN(C(=O)COC(=O)COc1c(C)cccc1C)c1c(N)n(Cc2ccccc2)c(=O)[nH]c1=O	-6	1	-9	-4	0	-1	2	-7
CC(C)CCN(C(=O)Cc1ccc(Cl)c(Cl)c1)c1c(N)n(Cc2ccccc2)c(=O)[nH]c1=O	-2	1	-7	4	6	-3	2	4
N#Cc1c(SC(C(=O)O)c2ccccc2)nc2c(c1-c1cccs1)CCCC2 (configuration not stated)	-6	12	17	6	-2	1	-1	9
Continued.
SMILES	APOBEC3G inh	SENP8 block-1	UBC13 polyUb	SENP8 block-2	Apaf-1 inh	SENP1 inh	SENP7 block	SENP6 inh
O=C1N(CCCl)c2ccc(Br)cc2C12OCCO2	-3	-7	-4	8	13	0	-10	-4
O=C(NS(=O)(=O)c1ccccc1[N+](=O)[O-])c1ccccc1	-7	10	1	3	5	1	2	-6
CCN(CC)S(=O)(=O)c1ccc(O)c(C(=O)OCC(=O)N2c3ccccc3CC2C)c1 (configuration not stated)	-3	-6	-4	-190	3	-1	11	15
O=C1CC(=O)Nc2cc(S(=O)(=O)N3CCOc4ccccc43)ccc2N1	-8	-13	-12	5	0	0	9	-4
CN(C)C(=O)CCc1ccc2c3c([nH]c2c1)[C@]1(C)[C@@H](C(=O)N2CCCCC2)C[C@H](CC(=O)NCCc2ccccn2)C(=O)N1CC3	1	x	x	8	9	-6	-6	x
Cc1cn(S(=O)(=O)c2ccc(Br)cc2)cn1	2	2	2	15	-6	1	4	5
CCOP(=O)(OCC)C(Nc1ccccc1)c1cc(OC)ccc1OC (configuration not stated)	-8	-13	-6	11	-1	3	-2	-23
Cc1ccc(Nc2nc(N)nc(CSC(=S)N3CCN(c4ccccc4)CC3)n2)cc1	-7	-7	-3	13	15	1	5	-30
CC1(C)CC(=O)C=C(CN2C(=O)c3ccccc3C2=O)C1=O	-10	7	3	17	3	3	-4	7
O=C(O)c1ccc2c3n(nc2c1)-c1ccc(Cl)cc1CO3	-4	94*	4	x	-9	x	94*	98*
O=C(CN1CCCC1)NC12CC3CC(CC(C3)C1)C2	-8	-9	-11	12	9	1	-9	-10
Cc1cc(=O)oc2cc(OCC(=O)NCc3ccncc3)ccc12	0	-1	9	-93	-11	0	4	-8
Cc1cccc(N(C)S(=O)(=O)c2ccc3c(c2)NC(=O)CC(=O)N3)c1	-7	-4	-2	0	-5	0	-4	1
O=C(COc1ccccc1)Nc1nnc(S(=O)(=O)N2CCCCCC2)s1	-13	-3	-15	5	5	-1	-18	-4
CCOC(=O)C1CCN(C2CCN(C(=O)c3oc4c(F)cccc4c3C)CC2)CC1	1	4	-6	-22	13	-44	1	-16
O=C(Nc1ccc(S(=O)(=O)N2CCCC2)cc1)c1ccc([N+](=O)[O-])o1	-6	6	-9	18	1	-1	9	9
CC1CCCC(C)N1C(=O)c1cccc2c1-c1ccccc1/C2=N/O (configuration not stated)	-6	1	6	10	1	2	-6	-2
COc1ccc2[nH]c(=O)c(CN(C(=O)C3CCCO3)c3ccc(C)c(C)c3)cc2c1 (configuration not stated)	-1	-4	0	-202	4	2	-5	-20
O=C1N(Cc2cccc(Cl)c2)C[C@@H]2C[C@@H](c3cccc4ncccc34)N3CCC[C@@]123	-1	-2	-13	-2	15	-2	-5	-16
Cc1ccc(CN2CCN(C3CSCCSC3)CC2CCO)cc1 (configuration not stated)	-12	2	14	12	-18	-1	12	7
CCc1cc(-c2onc(C)c2-c2cscn2)c(O)cc1OC	-5	-15	5	7	10	1	-3	-6
CN1C(=O)[C@H]2[C@@H](/C=C/c3ccccc3)N3C(=O)CN(CCO)C(=O)[C@@]3(Cc3ccccc3)[C@H]2C1=O	-13	-8	-6	4	-3	-1	-11	-13
COc1cc(-c2n[nH]c(=S)n2C(C)c2ccccc2)cc(OC)c1OC (configuration not stated)	21	-6	-2	-15	10	1	-17	-20
CCCCn1c(=N)n(CC(O)COc2ccccc2)c2ccccc21 (configuration not stated)	-7	-1	16	32	22	2	2	1
NS(=O)(=O)c1ccc(NC(=O)CSc2n[nH]c(=O)n2Cc2ccccc2)cc1	-14	-6	-14	7	3	2	-6	-13
O=C(COc1cccc(C(F)(F)F)c1)Nc1ccccc1N1CCCCC1	-6	-5	-6	12	19	1	-5	-4
CC(C)n1c(-c2ccc(N(C)C)cc2)nc2ccccc21	-6	6	8	-493	16	1	-10	10
Cc1ccc(SCCC(=O)N/N=C/c2ccncc2)cc1	-7	5	11	3	0	0	-4	-1
Cc1ccc(C(C(=O)NCc2ccco2)N(CC2CCCO2)C(=O)Cn2nnc3ccccc32)cc1 (configuration not stated)	3	0	-5	26	7	3	-1	-4
